# FN deposition inh = fibronectin deposition inhibition; AID 743247; hit rate 0.086% among 350,000; AH1F fibroblasts, Alexa488-fibronectin deposition fluorescence, overnight; inhibition, % at 12.6 µM;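 active means mean inhibition across replicates of 30% or more, regardless of how many single replicates reach that level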;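 further: positive control wells lacked labelled fibronectin entirely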
#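 Material – AH1F fibroblast monolayer, labelled fibronectin deposition · Reagent – labelled fibronectin 24 nM · Timing – 1 h adhesion, overnight exposure · Measured by – fluorescence at 485 nm excitation, 525 nm emission · Read-out – inhibition of fibronectin deposition signal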
# C2C12 statin = protects C2C12 myotubes from simvastatin toxicity; hit rate 0.78% among 330,000; rescue of ATP level, % at 7.49 µM; ATP luminescence, 48 h; scaled: DMSO 0, geranylgeraniol control 100; AID 602340;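 active means mean ATP rescue above about 67%, or every replicate alone reaching that limit, limit read from the data, passing the limit was not always enough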;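 further: myotubes were challenged with 10 µM simvastatin during compound exposure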
# LGR2 inh = inhibitors of bursicon-induced Drosophila LGR2 receptor cAMP signaling. HEK293 LGR2, CRE-luciferase, bursicon-stimulated, 4 h. hit rate 0.35% among 380,000. inhibition, % at 9.99 µM. AID 720647;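 active means drop in luminescence signal, shown as inhibition above about 50% in the replicate tests, limit read from the data, passing the limit was not always enough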;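 further: agonist challenge used bursicon conditioned medium at about half maximal strength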
# S100A4 MyoIIA = blocks human S100A4 binding to myosin IIA peptide; S100A4/TAMRA-MyoIIA peptide fluorescence polarization; inhibition, % at 10.7 µM; hit rate 0.14% among 360,000;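 active means mean inhibition of at least 70% across replicates, with every replicate also reaching that level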
# Target sequence (P26447 whole entry, looked up): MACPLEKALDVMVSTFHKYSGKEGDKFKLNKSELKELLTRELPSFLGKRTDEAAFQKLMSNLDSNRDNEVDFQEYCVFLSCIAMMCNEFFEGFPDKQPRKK
#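 Test system: S100A4 monomer protein. Medium: HEPES buffer with Ca2+, pH 7.2. Reagent: fluorescent myosin IIA peptide, 5 nM. Compound dosing: single-point compound testing. Timing: 5 min between mix addition and reading. Benchmarks: DMSO neutral and TFP positive wells.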
# SIRT5 inh = blocks human SIRT5 desuccinylation of peptide; Purified SirT5, succinyl-peptide AMC, trypsin-coupled fluorescence; inhibition, % at 15 µM; hit rate 1.1% among 330,000; in the data active means inhibition above about 15%
# Target sequence (Q9NXA8 whole entry, looked up): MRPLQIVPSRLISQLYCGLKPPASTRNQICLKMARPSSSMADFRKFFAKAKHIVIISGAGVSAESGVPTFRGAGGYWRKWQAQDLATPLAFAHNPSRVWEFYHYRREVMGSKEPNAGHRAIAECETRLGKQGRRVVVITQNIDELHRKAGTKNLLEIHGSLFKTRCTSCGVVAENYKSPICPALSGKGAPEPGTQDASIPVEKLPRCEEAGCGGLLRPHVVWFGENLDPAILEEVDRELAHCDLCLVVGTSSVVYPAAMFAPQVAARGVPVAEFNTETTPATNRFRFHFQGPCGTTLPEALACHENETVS
# esBAF inh = blocks esBAF chromatin remodeling in mouse ES cells. Bmi1-luciferase knock-in reporter, 24 h; 100% = twice the neutral-well signal. reporter increase, % at 12.5 µM. hit rate 2% among 350,000; in the data active means activation above about 40%;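 further: 0% = median of the plate's neutral control wells and 100% = double that signal; a rise in the Bmi1 reporter signal indicates esBAF inhibition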
# Casp6 inh = inhibitors of human caspase-6 | P55212 | purified caspase-6, Z-VEID-R110 cleavage fluorescence | inhibition, % at 12.5 µM | hit rate 0.53% among 350,000 | AID 686996;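 active means mean inhibition across replicates at least about 35%, with every replicate also reaching that limit, limit read from the data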;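 further: 0% = median of neutral control wells and 100% = no fluorescence left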
# Target sequence (P55212 24-179 limits assumed): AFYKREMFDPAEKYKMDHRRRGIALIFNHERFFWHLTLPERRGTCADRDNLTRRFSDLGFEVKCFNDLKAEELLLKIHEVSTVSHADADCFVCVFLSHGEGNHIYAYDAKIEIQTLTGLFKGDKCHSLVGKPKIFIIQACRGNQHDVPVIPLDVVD
# Target sequence (P55212 194-293 limits assumed): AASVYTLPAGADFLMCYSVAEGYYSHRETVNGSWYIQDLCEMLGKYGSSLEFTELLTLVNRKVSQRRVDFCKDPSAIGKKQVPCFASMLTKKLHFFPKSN
# Starred values were filed as active, the others as inactive; . = no result given. A portion of the library; the hit share may differ from the screen's.
# Codes – A = FN deposition inh; B = C2C12 statin; C = LGR2 inh; D = S100A4 MyoIIA; E = SIRT5 inh; F = esBAF inh; G = Casp6 inh
1. CCc1ccc(NC(=O)C(C)OC(=O)c2ccc(NS(=O)(=O)c3ccc(C)c([N+](=O)[O-])c3)cc2)cc1 (stereo not drawn)
  A: -5 | B: . | C: -12 | D: 2 | E: 1 | F: . | G: 2
2. COc1ccc(CC(=O)N(CC2CCCO2)c2nc3ccccc3s2)cc1 (stereo not drawn)
  A: -2 | B: . | C: -17 | D: 3 | E: -9 | F: . | G: 2
3. Cc1cc2c(=Cc3ccc(N(C)C)cc3)c3ccccc3n2[n+]1C
  A: -26 | B: . | C: 50 | D: -131 | E: 3 | F: . | G: -4
4. Cc1onc(-c2ccccc2)c1C(=O)Nc1ccc(S(=O)(=O)Nc2nccs2)cc1
  A: 6 | B: 1 | C: -48 | D: -2 | E: 0 | F: 0 | G: 2
5. CC1CCCCN1CCNC(=O)c1ccc2c(=O)n(Cc3ccc(Cl)cc3)c(=S)[nH]c2c1 (stereo not drawn)
  A: -7 | B: . | C: 0 | D: -3 | E: 2 | F: . | G: -9
6. CC(=O)c1ccc(N2CCN(c3ccc(S(=O)(=O)NCCCN(C)C)cc3[N+](=O)[O-])CC2)cc1
  A: 7 | B: -23 | C: 4 | D: -3 | E: 1 | F: 9 | G: -31
7. COCCN=c1scc(-c2cccs2)n1/N=C(\C)c1ccco1
  A: 0 | B: -4 | C: -34 | D: -3 | E: . | F: 14 | G: 3
8. CCOc1cc(/C=C/C(=O)Nc2ccc(C(=O)NCCN(CC)CC)cc2)ccc1OCC(C)C
  A: 24 | B: . | C: 103* | D: -5 | E: -5 | F: . | G: -10
9. CSCC[C@H](N)C(=O)N1CCC(C(=O)N[C@@H](C)C(=O)NCc2ccc(F)cc2)CC1
  A: . | B: 18 | C: 1 | D: 1 | E: -2 | F: -2 | G: -5
10. COc1ccc(-c2[nH]c(-c3ccc(Cl)cc3)nc2SCC(=O)Nc2nccs2)cc1
  A: 4 | B: 13 | C: -4 | D: -3 | E: 1 | F: -3 | G: 0
11. Nc1cc(-c2ccc(Br)cc2)nn1S(=O)(=O)c1ccccc1
  A: 2 | B: -8 | C: 18 | D: 3 | E: -3 | F: 1 | G: 0
12. COc1ccccc1CN1[C@@H]2c3ccc(C4=CCCC4)c(=O)n3C[C@H]1[C@H](CO)[C@H]2C(=O)N(C)C
  A: 7 | B: -1 | C: 6 | D: 0 | E: -1 | F: -2 | G: 2
13. CCOC(=O)c1ccc(N2CCN(c3ccccc3F)CC2)c(NC(=O)Nc2ccccc2)c1
  A: -4 | B: 11 | C: 0 | D: 0 | E: . | F: -4 | G: 0
14. Fc1ccccc1OCCCCCN1CCCC1
  A: -6 | B: -3 | C: 8 | D: . | E: . | F: -9 | G: .
15. O=C1C(Cc2ccc(O)cc2)NC(=S)N1c1ccccc1 (stereo not drawn)
  A: -7 | B: -44 | C: . | D: . | E: . | F: -11 | G: .
16. CC1CCCN(CCCNC(=O)C2CCCN(c3ncnc4c3nc3n4CCCCC3)C2)C1 (stereo not drawn)
  A: 4 | B: -5 | C: 0 | D: -7 | E: -9 | F: -4 | G: -53
17. CCN(Cc1ccccc1)C(=O)c1cccnc1
  A: -2 | B: -5 | C: -5 | D: 4 | E: 0 | F: 1 | G: -2
18. Cc1cc(=O)oc2c(C)c(OCC(=O)NCCCN3CCOCC3)ccc12
  A: 4 | B: -11 | C: -12 | D: 0 | E: -4 | F: -1 | G: -4
19. Nc1nc(CN2CCN(Cc3ccccc3)CC2)nc(N2CCCc3ccccc32)n1
  A: 3 | B: -4 | C: 10 | D: 0 | E: -5 | F: -5 | G: 1
20. NC(=O)CC(NC(=O)Cc1ccc(Cl)cc1)c1ccc(NC2CCCC2)c([N+](=O)[O-])c1 (stereo not drawn)
  A: 4 | B: -4 | C: 2 | D: 4 | E: -1 | F: -6 | G: 4

# Continued, starting with the last two of the part before.
# Codes – A = FN deposition inh; B = C2C12 statin; C = LGR2 inh; D = S100A4 MyoIIA; E = SIRT5 inh; F = esBAF inh; G = Casp6 inh
19. Nc1nc(CN2CCN(Cc3ccccc3)CC2)nc(N2CCCc3ccccc32)n1
  A: 3 | B: -4 | C: 10 | D: 0 | E: -5 | F: -5 | G: 1
20. NC(=O)CC(NC(=O)Cc1ccc(Cl)cc1)c1ccc(NC2CCCC2)c([N+](=O)[O-])c1 (stereo not drawn)
  A: 4 | B: -4 | C: 2 | D: 4 | E: -1 | F: -6 | G: 4
21. COc1ccc(NC(=O)/C=C/c2ccc3c(c2)OCO3)cc1
  A: -6 | B: . | C: . | D: 1 | E: 4 | F: . | G: -5
22. Cc1ccccc1NC(=O)CNc1ccccc1N1CCCCC1
  A: -3 | B: 0 | C: . | D: . | E: . | F: -1 | G: .
23. Cc1ccccc1NC(=S)NC(C)CCc1ccccc1 (stereo not drawn)
  A: 1 | B: 2 | C: 1 | D: . | E: . | F: 2 | G: .
24. C[C@@H]1CCCCO[C@H](CN(C)C(=O)CCC(F)(F)F)[C@H](C)CN([C@@H](C)CO)C(=O)c2cc(NC(=O)Nc3ccccc3)ccc2O1
  A: 5 | B: . | C: 0 | D: 6 | E: -2 | F: 11 | G: -1
25. Cc1cccc(N(C(=O)c2snc(C(N)=O)c2N)C(C(=O)NCC2CCCO2)c2ccc(N(C)C)cc2)c1 (stereo not drawn)
  A: 5 | B: 4 | C: -9 | D: -6 | E: . | F: 2 | G: -4
26. CSCCC(NC(=O)COc1ccccc1)C(=O)N(C)Cc1ccc(Cl)cc1Cl (stereo not drawn)
  A: -1 | B: -2 | C: -4 | D: -4 | E: -2 | F: -1 | G: 2
27. CCC(=O)Nc1c(-c2ccccc2)c(=O)c2ccccc2n1C
  A: 2 | B: 3 | C: -2 | D: 0 | E: 10 | F: -3 | G: 1
28. CC(C)(C)n1nnnc1C(c1ccccn1)N(Cc1ccccc1)Cc1ccc(Cl)cc1 (stereo not drawn)
  A: -16 | B: 21 | C: . | D: . | E: . | F: -26 | G: .
29. CCOC(=O)c1ccccc1NC(=O)Cn1cnc2c(nnn2-c2ccc(C)cc2)c1=O
  A: -4 | B: 6 | C: 17 | D: -2 | E: -3 | F: -1 | G: 1
30. CCOC(=O)C1=CCN(S(=O)(=O)c2ccc(Br)cc2)C1c1ccccc1 (stereo not drawn)
  A: -3 | B: 0 | C: 0 | D: -1 | E: 2 | F: -7 | G: -2

# Among those listed so far, two have bromine:
# Codes – A = FN deposition inh; B = C2C12 statin; C = LGR2 inh; D = S100A4 MyoIIA; E = SIRT5 inh; F = esBAF inh; G = Casp6 inh
11. Nc1cc(-c2ccc(Br)cc2)nn1S(=O)(=O)c1ccccc1
  A: 2 | B: -8 | C: 18 | D: 3 | E: -3 | F: 1 | G: 0
30. CCOC(=O)C1=CCN(S(=O)(=O)c2ccc(Br)cc2)C1c1ccccc1 (stereo not drawn)
  A: -3 | B: 0 | C: 0 | D: -1 | E: 2 | F: -7 | G: -2

# (cont.)
# Codes – A = FN deposition inh; B = C2C12 statin; C = LGR2 inh; D = S100A4 MyoIIA; E = SIRT5 inh; F = esBAF inh; G = Casp6 inh
31. CCc1ccc(OC)c(S(=O)(=O)Nc2ccccc2C)c1
  A: . | B: -2 | C: 3 | D: 1 | E: -3 | F: -3 | G: -5
32. CN(Cc1ccccc1)c1nc2c(c(=O)n(C)c(=O)n2C)n1CCSc1ncccn1
  A: 3 | B: -17 | C: -12 | D: -3 | E: 1 | F: -4 | G: -1
33. Cc1onc(-c2ccccc2Cl)c1C(=O)NC1CCS(=O)(=O)C1 (stereo not drawn)
  A: 2 | B: 1 | C: 10 | D: -4 | E: . | F: 3 | G: -1
34. COCCn1c(=O)[nH]c2cc(C(=O)N3CCN(c4cc(C)ccc4C)CC3)ccc2c1=O
  A: 11 | B: -20 | C: 5 | D: -1 | E: -8 | F: 2 | G: 4
35. O=S(=O)(c1ccc(F)cc1)n1ccc(-c2cccc(OCc3ccc(Cl)cc3Cl)c2)n1
  A: 3 | B: -1 | C: . | D: . | E: . | F: 2 | G: .
36. Cc1cc(C)n(-c2ccc(OCC(=O)O)nn2)n1
  A: 4 | B: 5 | C: . | D: . | E: . | F: -11 | G: .

# Whole records from above:
# COCCn1c(=O)[nH]c2cc(C(=O)N3CCN(c4cc(C)ccc4C)CC3)ccc2c1=O is listed as FN deposition inh = 11; C2C12 statin = -20; LGR2 inh = 5; S100A4 MyoIIA = -1; SIRT5 inh = -8; esBAF inh = 2; Casp6 inh = 4
# Cc1onc(-c2ccccc2Cl)c1C(=O)NC1CCS(=O)(=O)C1 (stereo not drawn) is listed as FN deposition inh = 2; C2C12 statin = 1; LGR2 inh = 10; S100A4 MyoIIA = -4; SIRT5 inh = .; esBAF inh = 3; Casp6 inh = -1

# Part of the list above in another layout.
entry | Molecule | FN deposition inh | C2C12 statin | LGR2 inh | S100A4 MyoIIA | SIRT5 inh | esBAF inh | Casp6 inh
33 | Cc1onc(-c2ccccc2Cl)c1C(=O)NC1CCS(=O)(=O)C1 (stereo not drawn) | 2 | 1 | 10 | -4 | . | 3 | -1
32 | CN(Cc1ccccc1)c1nc2c(c(=O)n(C)c(=O)n2C)n1CCSc1ncccn1 | 3 | -17 | -12 | -3 | 1 | -4 | -1
36 | Cc1cc(C)n(-c2ccc(OCC(=O)O)nn2)n1 | 4 | 5 | . | . | . | -11 | .
